TDP1 cell noCPT = qHTS for Inhibitors of human tyrosyl-DNA phosphodiesterase 1 (TDP1): qHTS in cells in absence of CPT; Potency, µM (highest dose often 46.2 µM), for the others: top-dose activity change, negative = growth inhibition, actives largely listed as inhibitors; 420,000 compounds, 15% hits; DT40 Tdp1-/- hTDP1 cells, no CPT, ATP luminescence, 48 h; further: nearly all actives have a fitted effect of over 55% in size
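Chicken DT40 Tdp1-/- cells complemented with human TDP1, screened without camptothecin (DMSO vehicle only), 400 cells/well. Compounds pin-transferred, cells incubated at 37 °C for at least 48 hr. Growth read as ATP-dependent luminescence (CellTiter-Glo, 30 min at RT).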
TDP1 cell CPT = DT40-hTDP1 cell growth loss with CPT; Potency, µM (doses to about 46.2 µM), for inactives: top-dose activity change, negative = growth inhibition, hits mostly inhibitors; 420,000 compounds, 12% hits; chicken DT40 Tdp1-/-;hTDP1 cells + 20 nM CPT, ATP luminescence, 48 h; further: nearly all actives have a fitted effect of over 55% in size
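Chicken DT40 Tdp1-/- cells stably complemented with human TDP1 were seeded at 400 cells/well in medium containing 20 nM camptothecin, exposed to pin-transferred compounds, and grown at 37 °C for at least 48 hr. Viability was read as ATP luminescence.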
KAT2A inh = inhibitors of human GCN5L2 histone acetyltransferase | GCN5L2 HAT assay, ThioGlo1 CoA-SH fluorescence | Potency, µM (titrated, usually from 58.9 µM), for the others: at the highest dose activity change, negative = inhibition, hits mostly inhibitors | 390,000 compounds, 0.21% hits | AID 504327
Target sequence (Q92830 whole entry, looked up): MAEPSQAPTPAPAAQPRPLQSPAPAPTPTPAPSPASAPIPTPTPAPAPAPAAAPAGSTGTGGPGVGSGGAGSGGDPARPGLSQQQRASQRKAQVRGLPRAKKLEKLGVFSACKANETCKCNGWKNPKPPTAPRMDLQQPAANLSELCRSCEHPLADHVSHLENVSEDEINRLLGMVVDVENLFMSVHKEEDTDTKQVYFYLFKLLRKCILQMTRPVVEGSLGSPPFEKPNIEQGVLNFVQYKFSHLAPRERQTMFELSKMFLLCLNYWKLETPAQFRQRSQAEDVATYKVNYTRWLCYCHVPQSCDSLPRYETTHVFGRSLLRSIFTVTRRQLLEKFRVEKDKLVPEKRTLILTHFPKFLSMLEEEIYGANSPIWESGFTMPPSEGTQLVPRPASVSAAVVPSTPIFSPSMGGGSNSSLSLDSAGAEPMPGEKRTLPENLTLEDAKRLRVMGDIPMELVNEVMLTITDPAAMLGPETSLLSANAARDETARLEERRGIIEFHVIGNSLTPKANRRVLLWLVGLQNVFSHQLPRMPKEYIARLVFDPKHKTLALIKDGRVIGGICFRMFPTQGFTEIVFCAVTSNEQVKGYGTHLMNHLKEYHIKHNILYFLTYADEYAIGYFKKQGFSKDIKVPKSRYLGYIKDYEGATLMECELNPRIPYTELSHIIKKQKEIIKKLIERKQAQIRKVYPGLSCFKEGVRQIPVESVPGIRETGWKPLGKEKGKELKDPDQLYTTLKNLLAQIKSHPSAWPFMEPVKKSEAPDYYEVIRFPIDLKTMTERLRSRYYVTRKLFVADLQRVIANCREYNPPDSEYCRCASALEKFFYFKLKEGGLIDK
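qHTS, 1536-well. 20nM enzyme, pH 7.5 HEPES/EDTA/Tween-20 buffer; 15 min compound preinc., RT. Start: 75uM H3(1-25), 70uM AcCoA, 50uM ThioGlo1. Read Ex340/Em540 at t=0 (autofluorescence flag) and t=20 min.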
* marks the source's active call; other numbers are inactive results; ? = inconclusive; · = no result given; & = joins results of further samples; [ ] = remark or other dose. The call rests on the fitted dose curve; in most records, active means well fitted curve in the direction sought with a large enough effect; inconclusive means small, poorly fitted or top-dose-only effect, or another doubt; inactive means no such curve, though single readings can be large; an effect the other way counts as inactive or inconclusive. On the % scale 0 is the no-effect control and ±100 the full control effect; potency means the concentration at half of the fitted maximal effect. Some of the compounds tested (hit frequency here may not be typical).

SMILES	TDP1 cell noCPT	TDP1 cell CPT	KAT2A inh
CCOC(=O)NC(Nc1ncccn1)(C(F)(F)F)C(F)(F)F	-8%	-11%	1%
CC(SCc1ccccc1)C(=O)NN=C1CCN(C)CC1 (centres undefined)	-11%	-25%	1%
N#Cc1c(C#N)c(SSc2c(C#N)c(C#N)c(N)n2-c2ccccc2)n(-c2ccccc2)c1N	4.6µM*	4.6µM*	·
Cc1cc(NC(=O)COC(=O)c2c(C)c(C)c(C)c(C)c2C)no1	?	?	-5%
Cc1cccc(NC(=O)c2ccc(C(=O)Nc3cccc(C)c3)nc2)c1	16µM*	2.6µM*	2%
NC(=O)CCn1cnc2ccccc21	1%	18%	-2%
Cc1ccc(S(=O)(=O)N(C)C)cc1NC(=O)COC(=O)Cc1ccccc1F	-1%	-20%	1%
Cc1cc(C)n(-c2ccc(C(=O)N3CCc4ccccc43)cc2)n1	16µM*	?	-1%
CSc1ccccc1NC(=O)CN(C)CC(=O)Nc1ccc(Cl)cc1F	?	23µM*	-8%
CC(=O)N1CCN(S(=O)(=O)c2cccc(C(=O)NNC(=O)Cn3ccc(C(F)(F)F)n3)c2)CC1	-11%	4%	3%
COc1ccc(-c2nnc(SCC(=O)NCc3ccco3)o2)cc1	2%	-28%	-20%
CCCCN1C(=O)/C(=C2\SC(N3CCCCC3)=NC2=O)c2ccccc21	?	23µM*	-13%
Cc1c(Cl)cccc1NC(=O)COCc1cc(-c2ccc3c(c2)OCO3)on1	?	?	-7%
O=C(Cn1cnc2c(nc3n2CCCCC3)c1=O)Nc1ccc(F)c(Cl)c1	-18%	-23%	-21%
Cc1nn2c(COc3ccc(NC(=O)C(C)C)cc3)nnc2c2ccccc12	?	?	0%
CCOc1cccc(OCCCCN2CCCCC2)c1	2%	-16%	-4%
Cc1ccc(NC(=O)c2cccc(S(=O)(=O)N3CCCCC3)c2)cc1	?	-17%	-7%
CSc1ccccc1NC(=O)CN(C)C(C)C(=O)NCc1ccc2c(c1)OCO2 (centres undefined)	2%	-20%	-3%
O=c1c2nnn(Cc3ccccc3)c2ncn1-c1ccccc1	-20%	-4%	-5%
O=C(OCC(=O)N1CCCC1=O)c1cc(S(=O)(=O)N2CCOCC2)ccc1Cl	-5%	3%	-6%
COc1ccc2c(c1)c(=O)c(S(=O)(=O)c1ccc(Cl)cc1)cn2Cc1cc(C)ccc1C	?	-21%	-4%
C(=C\c1cccc2ccccc12)/c1nnc(-c2cccs2)o1	?	29µM*	-21%
Cc1ccc(C)c(N(C(=O)c2nsc(Cl)c2Cl)C(C(=O)NC2CCCC2)c2ccc(O)cc2)c1 (centres undefined)	?	?	-6%
CC(C)C(NC(=O)c1ccccc1)C(=O)N1CCN(C/C=C/c2ccccc2)CC1 (centres undefined)	?	?	-7%
CCOCCC(=O)Nc1nnc(CCc2ccccc2)s1	-10%	-10%	-20%

Single records, as listed above:
CCOCCC(=O)Nc1nnc(CCc2ccccc2)s1 is entered as TDP1 cell noCPT = -10%; TDP1 cell CPT = -10%; KAT2A inh = -20%
CC(SCc1ccccc1)C(=O)NN=C1CCN(C)CC1 (centres undefined) is entered as TDP1 cell noCPT = -11%; TDP1 cell CPT = -25%; KAT2A inh = 1%

Another view of two compounds above.
SMILES | TDP1 cell noCPT | TDP1 cell CPT | KAT2A inh
CCCCN1C(=O)/C(=C2\SC(N3CCCCC3)=NC2=O)c2ccccc21 | ? | 23µM* | -13%
Cc1c(Cl)cccc1NC(=O)COCc1cc(-c2ccc3c(c2)OCO3)on1 | ? | ? | -7%

3 entries already listed, sorted by formula weight, rising:
SMILES	TDP1 cell noCPT	TDP1 cell CPT	KAT2A inh
O=c1c2nnn(Cc3ccccc3)c2ncn1-c1ccccc1	-20%	-4%	-5%
C(=C\c1cccc2ccccc12)/c1nnc(-c2cccs2)o1	?	29µM*	-21%
COc1ccc(-c2nnc(SCC(=O)NCc3ccco3)o2)cc1	2%	-28%	-20%

New compounds follow
SMILES	TDP1 cell noCPT	TDP1 cell CPT	KAT2A inh
COC(=O)CN(c1ccccc1)S(=O)(=O)c1ccc(F)cc1	-18%	-9%	-6%
CC1(C(=O)NS(=O)(=O)c2ccc(Cl)cc2)CCN1C(=O)C1(c2ccc(Cl)cc2)CC1 (centres undefined)	-28%	0%	·
COc1ccc(N=C2NC(=O)/C(=C/c3ccc(O)c(OC)c3)S2)cc1	?	?	-10%
O=C(c1cccc(C(=O)N2CCC(O)(c3ccccc3)CC2)c1)N1CCC(O)(c2ccccc2)CC1	-20%	-2%	·
Cc1ccc(S(=O)(=O)N2CCCC2)cc1C(=O)NC1CCCCC1	?	-20%	-21%
OC(c1ccccc1)(c1ccccc1)C1CCN(C(=S)NCCc2ccccc2)CC1	?	?	-7%
CCS(=O)(=O)N(C)[C@@H]1c2cc(C#N)ccc2OC(C)(C)[C@H]1O	-3%&-13%	4%&-1%	-12%&-24%
Cc1cc(C)c2nc(SCc3ccc([N+](=O)[O-])cc3)nc(C)c2c1	-9%	-1%	-7%
NC(=S)NN=Cc1ccc(OC(=O)COc2cc(Cl)c(Cl)cc2Cl)cn1	5.8µM*	6.5µM*	·
COc1cc(NC(=O)CSc2nnc(C)s2)cc(OC)c1	-4%	11%	3%
COc1ccc(CNC(=O)C2CCCN2)cc1OC (centres undefined)	-18%	-3%	-4%
COc1ccc(OC)c(C2NC(=O)NC(C)=C2C(=O)OC2CCCCC2)c1 (centres undefined)	-8%	?	-9%
CC(C)(C)N/N=C/c1c(O)n(-c2ccc(Cl)cn2)c(=O)c2ccccc12	?	?	-8%
O=C(COC(=O)COc1ccccc1)NCCc1ccccc1	-9%	-1%	-19%
CC(=O)Oc1c(Sc2ccccc2[N+](=O)[O-])c(C)nn1C(C)(C)C	?	-1%	2%
CCOC(=O)Cc1csc(NC(=O)c2ccco2)n1	-4%	-10%	3%
C=CCn1cc(C(=O)NCCCOCC)c(=O)c2cc(S(=O)(=O)N(CC)CC)ccc21	-29%	?	-7%
CCOc1ccc(N(C(=O)c2ccccc2Cl)C2=NC(C)(C)CS2)cc1	?	-9%	-7%
Cc1c(C)n(Cc2ccccc2)c2ncnc(NCCCN(C)C)c12	-4%	-8%	-1%
Nc1[nH]nc2nc(NCc3ccccc3)c3c(c12)CCN(Cc1ccccc1)C3	-19%	-8%	-8%
CN1CCN(C(=O)c2cc(Cl)cc(Cl)c2NC(=O)c2ccco2)CC1	1%	-6%	-1%
O=c1c(-c2ccc(F)c(F)c2)nc2cncnc2n1C1CC1	16%	-2%	-8%
Cn1c(=O)[nH]c(=O)c2c1nc(N1CCN(CCO)CC1)n2Cc1ccccc1	3%	-24%	1%
O=C(c1ccccc1)c1ccc2ccccc2n1	-16%	-19%	-8%
CC(C)(O)CCC(C)(C)O	5%	25%	-5%
Later entries
SMILES	TDP1 cell noCPT	TDP1 cell CPT	KAT2A inh
O=[N+]([O-])c1ccc2c(c1)CNc1ccccc1O2	-22%	-6%	-2%
COc1c(OC(C)=O)ccc(/C=N\NC(=O)c2ccc(Br)cc2)c1[N+](=O)[O-]	?	?	-3%
Cc1ccc(-c2nc3sccn3c2Nc2ccccc2C)cc1	23µM*	?	-8%
COc1ccc(NC(=O)C2CCCN2C(=O)NC2CCCCC2)c(OC)c1 (centres undefined)	-2%	-8%	-2%
CCc1ccc(CNC(=O)C2CCCN(S(=O)(=O)N3CC(C)CC(C)C3)C2)cc1 (centres undefined)	?	?	-5%
COC(=O)C1=CN(c2cccc(OCc3ccccc3)c2)C(N)=C(C#N)C1c1ccccc1 (centres undefined)	?	?	·
Cc1cc(C)c(NC(=O)CN2c3ccccc3S(=O)(=O)c3ccccc32)c(C)c1	-8%	-10%	-6%
CCC(C)[C@@H](C(=O)N1CCNCC1)n1cc(CCCCN)nn1 (some centres undefined)	-5%	11%	-1%
CS(=O)(=O)NNC(=O)Cn1nnc(-c2cc(C(F)(F)F)cc(C(F)(F)F)c2)n1	-14%	-14%	-14%
COc1cccc(/C=C/C(=O)OCC(=O)Nc2ccc(N3CCOCC3)cc2)c1OC	8%	7%	-2%
Clc1ccc(-c2nnc3sc(-c4ccc(Br)o4)nn23)cc1	-29%	?	-4%
CN1CCN(C(=O)C[C@H]2C[C@H]3c4cc(NC(=O)NC5CCCCC5)ccc4O[C@H]3[C@@H](CO)O2)CC1	10%	-3%	·
CC1CCC2(CC1)NC(=O)N(CC(=O)Nc1cc(S(=O)(=O)N3CCCC3)ccc1Cl)C2=O (centres undefined)	?	?	-1%
COCCCN(C(C)=O)c1nc(-c2ccc(OC)cc2)cs1	?	15µM*	-10%
Cc1cccc([C@@H]2[C@@H]3C(=O)N(Cc4ccccc4)C(=O)[C@@H]3[C@]3(C)C(=O)N(c4cccc(Cl)c4)C(=O)N23)c1	?	?	0%
Cc1cc(C)n(CC(=O)NCCC2=CCCCC2)n1	-14%	-1%	-4%
CC(C)C(=O)N1CCCC1(C)C(=O)NCc1ccc(Cl)cc1 (centres undefined)	9%	-19%	·
Nc1nc(NCc2ccco2)nc(NCCO)c1[N+](=O)[O-]	1%	5%	-5%
Cc1c(NC(=O)C2CCCN(S(=O)(=O)c3cnc[nH]3)C2)c(=O)n(-c2ccccc2)n1C (centres undefined)	3%	-18%	-4%
COC(=O)C1=C(C)N(CCCC(=O)O)C(=O)NC1c1ccc(OC)cc1 (centres undefined)	14%	-1%	·
Cc1cccc(C(=O)OCC(=O)N2CCCCCC2)c1	5%	-3%	-7%
COc1cc(CCCN2CCNC[C@@H]2CC2CCCCC2)cc(OC)c1OC	-16%	-7%	-1%
CC1CCCN(C(=O)C2CCN(CCCc3ccccc3)CC2)C1 (centres undefined)	-30%	?	-7%
Cc1cc(C(=O)NNC(=O)Cc2ccc(Cl)cc2)c(C)o1	-17%	5%	-2%
Fc1ccc(COc2ccccc2CNc2nn[nH]n2)cc1	-18%	-8%	-7%

Exported field by field: 4 of the compounds above
O=C(COC(=O)COc1ccccc1)NCCc1ccccc1
  TDP1 cell noCPT: -9%
  TDP1 cell CPT: -1%
  KAT2A inh: -19%

Cc1cc(C(=O)NNC(=O)Cc2ccc(Cl)cc2)c(C)o1
  TDP1 cell noCPT: -17%
  TDP1 cell CPT: 5%
  KAT2A inh: -2%

CCOc1ccc(N(C(=O)c2ccccc2Cl)C2=NC(C)(C)CS2)cc1
  TDP1 cell noCPT: ?
  TDP1 cell CPT: -9%
  KAT2A inh: -7%

Nc1[nH]nc2nc(NCc3ccccc3)c3c(c12)CCN(Cc1ccccc1)C3
  TDP1 cell noCPT: -19%
  TDP1 cell CPT: -8%
  KAT2A inh: -8%

The results go on:
SMILES	TDP1 cell noCPT	TDP1 cell CPT	KAT2A inh
COc1ccc(C(CNC(=O)COc2ccc(F)cc2Br)N2CCCC2)cc1 (centres undefined)	?	?	-13%
COc1ccc2cc3cc(C(=O)NCCN4CCN(Cc5ccccc5)CC4)oc3nc2c1	21µM*	-28%	?
Nc1nc(SCc2ccccn2)c2ncn(C3OC(CO)C(O)C3O)c2n1 (centres undefined)	-3%	-5%	·
CC(C)CC1Nc2ncnc(N3CCCCC3)c2N(Cc2ccccc2)C1=O (centres undefined)	18µM*	26µM*	-13%
CCOc1ccc(NC(=O)c2ccccc2SC)cc1	?	?	35%[activator]
CC(=O)Nc1cccc(-c2ccnc3c2CC(C)(C(=O)NCc2ccc(F)c(F)c2)O3)c1 (centres undefined)	3.7µM*	3.7µM*	·
O=C(O)COc1ccc(C(=O)c2ccccc2)cc1	8%	-3%	-4%
COc1cccc(-c2noc(CCC(=O)NC3CCCC3)n2)c1	-14%	-22%	2%
Fc1ccc(C(CCNCc2ccccn2)c2ccc(Cl)cc2)cc1 (centres undefined)	18µM*	?	-24%
CCS(=O)(=O)N1CCC(C(=O)NCc2ccc(F)cc2)CC1	-11%	-4%	-1%
Cc1cc(C)cc(CC(=O)N2CCC2(C)C(=O)NS(=O)(=O)c2cc(C)ccc2F)c1 (centres undefined)	2%	5%	·
CC(=O)N1c2ccc(S(=O)(=O)N3CCC(C(=O)Nc4cc(C)ccn4)CC3)cc2CC1C (centres undefined)	?	?	-4%
CCOC(=O)C1(C)CCCN1C(=O)c1ccc(C(F)(F)F)nc1C (centres undefined)	0%	1%	·
Cc1ccc(SCC(=O)NCC2COc3ccccc3O2)cc1 (centres undefined)	-52%	-16%	-2%
O=C(O)COc1ccccc1/C=N/NC(=O)c1ccncc1	1%	7%	-13%
